HSF1 inhib: HSF1 inhibition. NIH3T3-HGL HSE-luciferase, MG132-induced, luminescence 8 h; stronger effect = lower value. activity change, negative = inhibition, % at 7.5 µM (by protocol). 0.77% of 300,000 active;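 active means more than half of replicate wells show activity change below -50%, luminescence cut by over half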;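 further: luciferase reports HSF-1 transcriptional activity via heat shock element; 0% = median of DMSO wells and -100% = zero luminescence signal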
GSK3B inh: human GSK3beta kinase inhibition; 0.038% of 300,000 active; activity score (negative = inhibition), % at 10 µM; AID 2097; GST-GSK3beta kinase, ADP-Glo luminescence, 60 min; stronger effect = lower value;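 active means more than half of replicate wells score below -50%, meaning over 50% inhibition versus plate controls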;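 further: 0% = median DMSO wells and -100% = median GW8510 positive control wells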
Target sequence (P49841 whole entry, looked up): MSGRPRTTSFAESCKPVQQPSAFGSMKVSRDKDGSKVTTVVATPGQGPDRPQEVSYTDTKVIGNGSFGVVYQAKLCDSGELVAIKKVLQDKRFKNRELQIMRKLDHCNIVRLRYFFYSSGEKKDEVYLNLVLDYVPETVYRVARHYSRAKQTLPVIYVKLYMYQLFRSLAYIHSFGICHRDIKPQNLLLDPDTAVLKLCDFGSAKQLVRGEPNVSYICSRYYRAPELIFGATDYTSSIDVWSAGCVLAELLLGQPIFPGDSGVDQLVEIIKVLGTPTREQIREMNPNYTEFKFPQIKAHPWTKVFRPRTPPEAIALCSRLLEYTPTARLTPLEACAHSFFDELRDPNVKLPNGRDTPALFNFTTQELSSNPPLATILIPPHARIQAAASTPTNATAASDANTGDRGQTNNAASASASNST
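test system = GST-tagged human GSK3beta kinase, cell-free | reagent = 25 µM ATP with peptide substrate | dosing = one dose of 10 µM per compound | schedule = 60 min reaction, RT | detection = luminescent ADP-Glo measurement of ADP formed | control set = DMSO neutral wells and GW8510 at 20 µM as positive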
Platelet DG rel: platelet dense granule release activity; human platelet-rich plasma, SFLLRN dense granule ATP release, luminescence; inhibition, %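 (compounds screened at 7.5 µM in platelet-rich plasma)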; 0.22% of 300,000 active; AID 1663;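 active means mean replicate score, as percent of positive control, at or above 50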
HSF-1 act: increases HSF-1 driven luciferase reporter signal; activation, % at 9 µM; AID 504408; NIH3T3-HGL HSF-1 luciferase reporter, MG132, 8 h; 100% = twice DMSO control signal; 1.7% of 300,000 active;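 active means mean replicate activation of at least 50% with a set share of replicates each reaching 50%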;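 further: 0% = median of the neutral control wells and 100% = twice that signal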
HSP90 refold inh: HSP90 refolding inhibition in rabbit reticulocyte lysate; luciferase refolding luminescence, 3 h; inhibition, % at 5.6 µM; 0.91% of 290,000 active; AID 1789;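 active means inhibition above the screen-wide mean plus 3 SD, computed separately per campaign, cut at about 16% in these data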;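 further: 0% = DMSO wells and 100% = 60 µM geldanamycin wells; inhibitors lower the luminescence because luciferase stays unfolded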
IEC-6 tox: kills IEC-6 intestinal cells in KLF5 counter-screen. IEC-6 cytotoxicity, luminescence viability. inhibition, % at 5 µM. 0.78% of 290,000 active. AID 1825; in the data active means inhibition above about 22%;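 further: 0% = plate median of test compound wells and 100% = cytotoxic reference compound wells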
GSK3 alpha inh: human GSK-3 alpha kinase inhibition; ADP-Glo luminescence, 60 min; inhibition, % at 10 µM; P49840; AID 2650; 0.1% of 320,000 active;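 in the data active means inhibition above about 50%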;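 further: GST-tagged GSK-3 alpha with peptide substrate and 25 µM ATP; 0% = DMSO neutral wells and 100% = GW8510 positive control wells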
Target sequence (P49840 whole entry, looked up): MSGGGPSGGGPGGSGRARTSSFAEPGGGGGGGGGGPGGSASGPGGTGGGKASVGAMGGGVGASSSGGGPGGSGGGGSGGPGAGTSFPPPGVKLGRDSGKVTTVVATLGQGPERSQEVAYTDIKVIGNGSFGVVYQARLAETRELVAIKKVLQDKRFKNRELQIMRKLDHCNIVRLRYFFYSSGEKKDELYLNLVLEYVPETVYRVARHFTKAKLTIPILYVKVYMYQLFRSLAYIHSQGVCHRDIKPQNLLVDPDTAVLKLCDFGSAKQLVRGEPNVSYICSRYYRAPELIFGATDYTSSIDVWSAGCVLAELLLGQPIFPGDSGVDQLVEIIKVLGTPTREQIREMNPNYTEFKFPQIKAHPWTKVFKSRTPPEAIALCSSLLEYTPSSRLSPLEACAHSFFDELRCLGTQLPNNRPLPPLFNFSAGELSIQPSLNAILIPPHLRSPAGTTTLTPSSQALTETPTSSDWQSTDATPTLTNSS
aSyn 5UTR inh: MLPCN primary screen, SNCA 5' untranslated region | alpha-synuclein 5'UTR reporter, inhibitor activity | inhibition, % (tested at 7.5 µM) | 0.82% of 300,000 active; in the data active means inhibition above about 60%;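 further: H4 neuroglioblastoma cells stably carrying SNCA 5'UTR luciferase fusion; 0% = DMSO wells and 100% = positive control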
Dyrk1A ADPGlo: Dyrk1A (rat) kinase inhibition. ADP-Glo luminescence, NFATc1 peptide. inhibition, % at 12.5 µM. 0.43% of 310,000 active; in the data active means inhibition above about 50%;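 further: plate controls were vehicle with enzyme for no effect and no enzyme for full effect; many of its hits are not listed in these tables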
KLF5 inh: inhibitors of KLF5 expression; DLD-1 KLF5 promoter-luciferase reporter, luminescence; inhibition, % at 5 µM; 0.23% of 290,000 active; AID 1700;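 active means inhibition above a per-plate limit of that plate's mean compound inhibition plus 3 SD, cut at about 60% in these data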;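 further: 0% = DMSO wells and 100% = LY294002 at 200 µM; higher means less KLF5 promoter-driven luciferase light; inactives centre near -14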
Numbers without * were called inactive; . = no result given.

smiles,HSF1 inhib,GSK3B inh,Platelet DG rel,HSF-1 act,HSP90 refold inh,IEC-6 tox,GSK3 alpha inh,aSyn 5UTR inh,Dyrk1A ADPGlo,KLF5 inh
CCc1ccc2nc3sc(C(=O)O)cc3cc2c1,19.5,0.7,1.2,32.5,-1.4,1.6,12.6,-81.0,12.4,-71.2
O=S(=O)(c1cc(F)ccc1F)N1CCC2(CC1)OCCN2S(=O)(=O)c1ccccc1,4.7,2.2,4.5,7.5,.,.,-2.5,3.2,3.3,.
CSCCC(NS(=O)(=O)/C=C/c1ccccc1)C(=O)NCCc1ccc(S(N)(=O)=O)cc1 (stereo not drawn),2.4,-2.2,-8.4,2.9,3.4,-1.5,-1.5,10.9,9.0,-14.7
CCOc1ccc(OCCC(=O)OCC(=O)Nc2ccc3c(c2)OCCO3)cc1,-1.7,-0.2,1.5,-10.1,.,.,1.1,-9.4,9.0,.
CC(C)=CCCC1=CCC2C(=O)NNC(=O)C2C1 (stereo not drawn),0.4,-0.4,1.6,5.8,-1.7,0.4,2.1,-16.2,9.7,-23.7
O=C1CC(c2ccco2)CC(O)=C1C=NCCN1CCN(C(=O)Nc2ccc(Cl)cc2)CC1 (stereo not drawn),0.2,-7.9,13.5,7.7,-2.6,-4.9,-0.2,-11.3,-4.3,2.9
Cc1cccc(N(C(=O)c2snc(C(N)=O)c2N)C(C)C(=O)NCC2CCCO2)c1 (stereo not drawn),-9.4,-0.3,-3.8,1.6,0.2,-0.4,-0.9,-6.6,-2.7,1.5
Cc1nn(Cc2c(F)cccc2Cl)c(C)c1NC(=O)C1CC1,7.2,1.3,-20.0,13.1,-1.7,4.9,-13.4,-10.8,0.4,-0.2
Cn1cccc1C(=O)NC(=O)COC(=O)CNC(=O)c1ccc(Cl)cc1Cl,-0.3,-0.1,10.1,-15.6,-3.6,1.7,1.6,-24.6,-2.8,-14.6
CCN(CC)S(=O)(=O)c1ccc(S(=O)(=O)NCC2CCCO2)cc1 (stereo not drawn),-10.5,1.3,2.4,-1.8,-2.8,-3.8,-1.0,-2.2,-2.5,-13.8
O=C(Nc1ccc(OCC(=O)N2CCOCC2)cc1)c1cncc(Br)c1,-17.2,-0.2,-3.8,-15.3,2.0,-7.6,1.1,18.8,-5.6,1.2
N#Cc1cc(N2CCOCC2)nc2ccccc12,1.1,-0.5,0.7,4.4,5.3,4.2,1.3,13.0,17.6,-6.1
CCCC(=O)Nc1ccc(C(=O)NNC(=S)NC(=O)c2cccs2)cc1,-0.1,-2.2,-2.0,-2.0,-2.0,-9.1,-1.9,-12.0,1.5,-9.8
CC(=O)c1ccc(S(=O)(=O)N2CCCC(N(C)CCc3ccccn3)C2)cc1 (stereo not drawn),4.6,0.1,10.4,13.6,3.4,0.8,.,-10.4,0.3,-4.0
Cc1nnc(SCc2ccc(C(=O)Nc3cc(Cl)ccc3C)cc2)s1,3.3,-5.2,-10.2,-2.3,0.3,-10.0,0.9,25.0,-1.5,0.8
COc1ccc(S(=O)(=O)n2nc(OC(C)=O)cc2N(C(C)=O)C(C)=O)cc1,14.3,-1.2,-7.8,-0.5,12.6,-3.1,-2.0,9.6,-9.6,-26.5
Cc1ccc(S(=O)(=O)Nc2c(C)nn(C)c2C)cc1,0.7,-2.1,1.4,0.5,3.1,-3.0,-1.4,15.5,-1.9,-41.2
CN1/C(=C/C(=O)c2cccs2)Sc2ccccc21,-9.2,-0.2,-6.3,-12.9,7.8,3.9,1.6,-59.2,11.3,-8.0
O=C(COc1ccc(S(=O)(=O)NC2CCCCC2)cc1)NCc1cccnc1,5.5,-4.6,-2.8,-0.2,0.4,1.6,-2.2,-16.0,1.8,-13.9
Cc1nnc(SC(C(=O)Nc2ccc(Cl)c([N+](=O)[O-])c2)c2ccccc2)[nH]c1=O (stereo not drawn),6.2,4.3,9.5,15.9,-3.9,-0.3,-18.7,-20.1,-0.4,-14.6
Cc1cccc(Cn2nc(C(C)(C)C)cc2C(=O)N2CCOCC2)c1,-3.4,-0.4,5.3,-0.4,-1.6,-9.9,-3.7,13.8,-3.6,-2.4
COc1ccccc1-c1nc(S(=O)(=O)c2ccc(Cl)cc2)c(N(C)C)o1,-6.9,0.7,2.2,-22.1,0.5,2.6,-1.9,34.2,-4.8,-9.4
Cc1c(C)c2c(c(C)c1O)CC[C@@](C)(CCC[C@H](C)CCC[C@H](C)CCCC(C)C)O2,-4.8,0.9,-14.5,-21.8,.,.,-6.4,1.8,4.4,.
O=C(NCCN1CCOCC1)c1cc(-c2ccccc2Cl)on1,-5.9,-0.3,18.6,8.1,-3.0,3.1,-1.5,-16.1,0.9,-24.8
Cc1ncc(C[n+]2csc(CCOC(=O)CC3C4CC5CC(C4)CC3C5)c2C)c(N)n1 (stereo not drawn),-5.5,-2.7,-2.2,10.4,-1.3,-5.3,0.6,5.2,-1.1,-30.7
CCC(C)(C(=O)Nc1ccc(OC)cc1)N(C)C(=O)Cn1nnnc1N (stereo not drawn),1.6,2.0,-4.9,2.0,11.3,2.2,-0.9,7.4,-7.1,-23.5
CCc1ccc(-c2csc3[n+]2CCN3C(C)=O)cc1,12.2,-3.4,9.2,-11.3,11.2,1.2,0.9,13.9,-1.7,-8.5
CC(C)(C)C1CCC(C(=O)OCC(=O)Nc2ccc3[nH]c(=O)[nH]c3c2)CC1 (stereo not drawn),-2.3,-24.3,-4.5,3.0,-0.1,-3.7,-0.4,-0.6,1.0,-29.2
COc1cccc(NC(=O)CNC(=O)c2ccc(OC)c(OC)c2)c1,1.9,-0.2,4.3,3.7,4.9,-3.2,-1.2,13.0,6.3,-10.1
O=C(Cc1ccc(Cl)cc1)Nc1ccc(C(=O)N2CCCCC2)cc1,-3.8,1.8,5.3,10.1,2.0,5.9,1.3,-11.9,-6.5,-30.0
CC(C)n1nc(C(=O)Nc2cccc(S(=O)(=O)NCc3ccco3)c2)c2ccccc2c1=O,19.2,10.7,16.2,21.4,-0.1,6.0,-2.6,2.0,1.1,0.5
COc1cccc(OC)c1C(=O)N1CCN(Cc2ccccc2C(F)(F)F)CC1,-4.8,0.4,-2.0,1.3,-1.8,-2.9,-2.6,9.0,7.4,-19.0
O=C(Nc1nc2cc3c(cc2s1)OCCO3)c1ccncc1,.,-0.8,.,.,0.4,5.7,-0.2,.,-3.0,-111.4
CN(Cc1ccccc1)Cc1nc2c(c(=O)n(C)c(=O)n2C)n1CCCc1ccccc1,8.2,0.0,-4.8,28.3,6.5,5.0,-1.9,19.6,3.1,9.3
COCCn1c(Cc2cccn2C)nnc1SCC(=O)Nc1nccs1,1.4,0.8,-6.3,-6.9,-0.5,3.0,8.1,-46.5,2.7,-36.1
Cc1nn(-c2ccccc2)c(N)c1Sc1ccccc1[N+](=O)[O-],-0.8,2.1,-7.5,3.8,1.7,-0.8,-2.3,15.1,9.4,-30.6
Cc1nnc(SCc2ccc(F)cc2)n1NC/C=C/c1ccccc1,-3.4,-2.3,0.1,31.1,0.0,-13.0,-0.5,24.2,2.2,8.5
COc1ccccc1OCc1ccc(C(=O)NC(C)(C)C)o1,-11.5,0.0,-2.9,-0.4,-1.6,-5.2,1.0,-13.7,-4.5,-41.2
CC(=O)Nc1ccc(Cc2ccc3[nH]c(=O)cc(C)c3c2)cc1,25.7,-2.2,-7.7,33.4,3.0,12.2,-2.0,-0.3,.,-8.9
COc1ccccc1Nc1cc(C(=O)N2CCc3ccccc3C2)c2ccccc2n1,12.0,-23.7,-4.7,24.4,4.1,14.1,-1.0,-3.3,.,7.7
COc1cccc(CN2CCN(C(=O)c3cc(-c4ccncc4)nc4ccc(C)cc34)CC2)c1,-13.5,-0.8,1.2,-20.5,-0.1,0.3,-0.8,22.4,-3.3,-9.0
CS(=O)(=O)N(CC(=O)Nc1ccccc1-c1ccccc1)c1ccccc1,-1.5,2.0,3.0,-3.9,3.0,3.5,-2.1,-24.0,2.2,-32.4
COc1ccccc1NC1SC(=O)N(c2ccccc2)C1=O (stereo not drawn),16.0,-1.3,-0.6,33.1,-1.2,-5.6,-0.3,-21.3,1.4,-27.6
CCCCNS(=O)(=O)c1ccc(NC(=O)C2CCCO2)cc1 (stereo not drawn),-0.5,-0.3,-11.2,19.6,-0.7,3.8,-0.6,-8.1,-4.5,-27.5
CCc1ccc2c(CN(CC)Cc3nc4ccccc4c(=O)[nH]3)cc(=O)oc2c1,11.5,-5.7,.,28.4,0.7,8.1,-0.6,4.1,10.7,-24.4
O=C(Nc1nccs1)c1ccc[nH]c1=O,8.7,-20.3,-0.4,11.1,1.9,4.2,-0.7,-53.9,-0.4,-38.9
COc1ccccc1Cn1c(C)nc2ccccc21,-10.4,-3.1,5.3,-2.0,-2.2,1.3,-0.7,25.4,.,2.9
CN(C)S(=O)(=O)c1ccc(N2CCCC2)c(C(=O)NCCc2ccc(F)cc2)c1,2.9,-1.0,2.8,13.0,-2.0,-1.0,-0.6,1.0,0.1,-15.2
Cc1cc(Br)c(NC(=O)c2c(-c3c(Cl)cccc3Cl)noc2C)c(Br)c1,4.5,0.8,16.4,3.0,1.6,10.0,1.8,-12.8,-4.4,0.5
COC(=O)c1ccccc1S(=O)(=O)NCc1nc2nc(C)cc(C)n2n1,-10.0,-0.8,-2.4,-6.5,-1.5,2.4,2.2,5.4,-0.8,-3.6
COc1ccccc1NC(=O)/C=C/c1cc([N+](=O)[O-])ccc1OC(F)F,-3.1,-1.2,5.5,-16.0,-2.8,-1.9,0.0,-4.8,-6.1,-11.6

Assay outcomes deposited in PubChem BioAssay by several laboratories.

Not all compounds are listed; count on the stated rates, not on these rows.
